Efa HMGR inh: E. faecalis class II HMG-CoA reductase inhibition. purified E. faecalis HMGR, NADPH absorbance 340 nm kinetic. inhibition, % at 10 µM. AID 1066. 190,000 compounds, 0.41% hits;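 active = inhibition above a set limit, the median over all tested compounds plus 3 SD, cut at about 9.5% in these data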;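 also: enzyme runs in reverse so mevalonate oxidation gives rising NADPH absorbance; 0% = complete reaction with DMSO and 100% = background rate lacking mevalonate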
PPARg SRC-1 ag: promotes SRC-1 coactivator recruitment by human PPARgamma. P37231. PPARgamma-SRC-1 coactivator recruitment biochemical assay. activation, % at 8 µM. 200,000 compounds, 0.41% hits. AID 631; in the data active = activation above about 19%;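 also: 0% = DMSO and 100% = reference agonist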
Target sequence (P37231 whole entry, looked up): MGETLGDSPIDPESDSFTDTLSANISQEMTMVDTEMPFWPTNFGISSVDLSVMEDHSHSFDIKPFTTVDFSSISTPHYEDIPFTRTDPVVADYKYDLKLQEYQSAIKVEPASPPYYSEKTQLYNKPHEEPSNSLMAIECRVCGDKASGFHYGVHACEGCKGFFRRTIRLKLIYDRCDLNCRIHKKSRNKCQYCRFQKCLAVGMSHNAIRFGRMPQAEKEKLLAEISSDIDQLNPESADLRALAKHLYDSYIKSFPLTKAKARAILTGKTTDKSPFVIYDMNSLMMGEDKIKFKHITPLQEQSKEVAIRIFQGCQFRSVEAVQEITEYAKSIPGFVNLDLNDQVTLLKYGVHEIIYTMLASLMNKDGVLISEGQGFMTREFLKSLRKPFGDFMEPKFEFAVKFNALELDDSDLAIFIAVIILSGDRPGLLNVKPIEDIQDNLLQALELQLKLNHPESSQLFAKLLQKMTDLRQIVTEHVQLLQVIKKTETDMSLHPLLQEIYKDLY
PPARg SRC3 recr: agonists of human PPARgamma SRC-3 coactivator recruitment; P37231; biochemical PPARgamma/SRC-3 coactivator recruitment assay; activation, % at 8 µM; 200,000 compounds, 0.26% hits; AID 731; in the data active = activation above about 23%;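 also: 0% = DMSO and 100% = reference agonist; some compounds past the cut are filed as inactive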
bIAP act: intestinal alkaline phosphatase (bovine) activation; purified bovine IAP, CDP-star luminescence, 30 min; active compounds read high; fold of DMSO-control signal, blank-subtracted; activation factor at 20 µM; 200,000 compounds, 0.17% hits; AID 1016;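 active = activation factor of 2 or more at 20 µM, a signal rise over negative controls twice the positive control's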
TNAP inh hiacc: inhibitors of human TNAP at high phosphate acceptor concentration; P05186; purified TNAP, CDP-star luminescence, 1 M DEA; inhibition, % at 20 µM; 200,000 compounds, 0.03% hits;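 active = over 50% inhibition of tissue-nonspecific alkaline phosphatase at 20 µM in the single-dose screen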;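 also: plate controls were DMSO wells for no effect and EDTA-quenched wells as full inhibition for full effect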
Target sequence (P05186 whole entry, looked up): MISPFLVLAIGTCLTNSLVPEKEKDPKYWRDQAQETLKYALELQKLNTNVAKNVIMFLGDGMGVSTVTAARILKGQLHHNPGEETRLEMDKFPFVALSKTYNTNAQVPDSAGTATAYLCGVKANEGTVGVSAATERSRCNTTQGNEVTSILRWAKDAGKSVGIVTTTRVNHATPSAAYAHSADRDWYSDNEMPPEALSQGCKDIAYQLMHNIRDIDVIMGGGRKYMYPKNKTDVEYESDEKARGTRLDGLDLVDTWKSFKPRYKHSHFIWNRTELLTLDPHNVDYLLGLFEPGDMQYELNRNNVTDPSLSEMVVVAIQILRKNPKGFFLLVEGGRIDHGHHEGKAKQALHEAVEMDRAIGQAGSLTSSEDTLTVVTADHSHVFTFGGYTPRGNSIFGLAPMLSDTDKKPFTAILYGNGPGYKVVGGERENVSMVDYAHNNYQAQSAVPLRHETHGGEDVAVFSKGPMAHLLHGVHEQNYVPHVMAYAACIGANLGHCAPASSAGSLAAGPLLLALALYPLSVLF
PPARg SRC-2 ag: promotes SRC-2 coactivator recruitment by human PPARgamma; P37231; 200,000 compounds, 0.34% hits; PPARgamma LBD-SRC-2 recruitment, biochemical; activation, % at 8 µM; in the data active = activation above about 22%;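 also: 0% = vehicle and 100% = reference agonist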
TNAP act hi DEA: TNAP (human) activation, high acceptor. P05186. purified TNAP, CDP-star luminescence, 1 M DEA, 30 min; active compounds read high; 0 = EDTA background, 1 = DMSO-only activity. activation factor at 20 µM. 200,000 tested, under 10 active. AID 1136;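 active = activation factor at least 2 at 20 µM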
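Measured by: Luminescent substrate turnover signal | Test system: Human TNAP | Input: TNAP 1/800 final | Dosing: 20 µM single point | Schedule: 30 min, room temperature | Controls: EDTA wells as negative control, DMSO wells as positive control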
SRC2 TRFRET art: counter-screen for PPARgamma SRC-2 recruitment agonists: TR-FRET artefact; AID 1049; 200,000 compounds, 0.4% hits; active compounds read high; TR-FRET ratio at 8 µM; in the data active = TR-FRET ratio above about 2000; also: inactives centre near 1500
bIAP inh: intestinal alkaline phosphatase (bovine) inhibition | purified bovine IAP, CDP-star luminescence, 30 min | inhibition, % at 20 µM | AID 1019 | 190,000 tested, under 10 active;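 active = over 50% inhibition of intestinal alkaline phosphatase at 20 µM in the single-dose screen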
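System: purified bovine intestinal alkaline phosphatase (IAP) enzyme; Input: IAP diluted 1/65,000,000 in the well; Measured by: CDP-star luminescence signal; Compound dosing: 20 µM single dose; Incubation: 30 min reaction at room temperature.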
TNAP inh noacc: blocks human TNAP activity with no phosphate acceptor present. 200,000 compounds, 0.26% hits. inhibition, % at 20 µM. AID 1012. P05186. purified TNAP, CDP-star luminescence, 30 min;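 active = tissue-nonspecific alkaline phosphatase inhibition above about 50% at 20 µM in the single-dose screen, limit read from the data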;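 also: 0% = DMSO negative control and 100% = EDTA positive control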
* = called active by the depositor; / = not tested or not shown. No enrichment for hits, and some 1.6% of all compounds hit somewhere here.

structure,TNAP act hi DEA,PPARg SRC3 recr,bIAP act,TNAP inh noacc,PPARg SRC-1 ag,PPARg SRC-2 ag,TNAP inh hiacc,SRC2 TRFRET art,bIAP inh,Efa HMGR inh
CC(=O)c1ccc(NC(=O)c2noc(C(C)C)c2[N+](=O)[O-])cc1,1,4,1.2,2,7,15,2,1508,-19,-4
CCOC(=O)c1cnc(-c2ccccc2)nc1Oc1cccc(Cl)c1,1,-6,1,-6,-3,1,-2,1484,-4,-1
Cc1ccc(C2NC(=S)NC3=C2C(=O)CC(C)(C)C3)cc1 (stereo not drawn),1,-1,0.8,1,1,4,-2,1663,17,-1
CCC(=O)Nc1ccc2c(c1)ncn2-c1ccccc1C,1,4,1,-6,8,8,-3,1469,-3,0
Cc1ccc(CNC(=O)C2c3ccccc3C(=O)N3CCc4ccccc4C23)o1 (stereo not drawn),1,10,1,-13,4,6,-3,1543,0,-2
O=C(NCc1ccccc1)C12CN(Cc3ccccc3)CC1C(c1cccc([N+](=O)[O-])c1)=NO2 (stereo not drawn),1,6,0.9,-6,-1,3,-5,1525,5,-6
N#CCC(CNc1ncc(C(F)(F)F)cc1Cl)OC(=O)c1ccc(Cl)cc1 (stereo not drawn),1.1,10,1,-8,4,5,-9,1629,2,-8
CCn1c(=NC(=O)c2ccc(N3C(=O)CCC3=O)cc2)sc2c(OC)ccc(OC)c21,1,8,1,-14,0,3,-5,1400,0,3
COc1ccc(CN2C(=O)NC3(CCCCCC3)C2=O)cc1F,1.1,/,0.9,3,/,/,-6,/,7,-3
O=C(CSc1cn(CC(=O)N2CCCCCC2)c2ccccc12)NCC1CCCO1 (stereo not drawn),1,4,1,-3,14,9,4,1701,-2,-7
Cc1cccc(NC(=O)c2sc(NC(=O)c3ccco3)c(C#N)c2C)c1C,1.1,6,0.9,-6,18,3,-8,1387,6,0
CC1CCCCC12NC(=O)N(CC(=O)Nc1ccccc1N1CCOCC1)C2=O (stereo not drawn),1,3,1.1,-3,6,1,-5,1657,-12,0
CCOC(=O)c1c(-c2cccs2)csc1NC(=O)CN1CC(C)OC(C)C1 (stereo not drawn),1.1,-2,1,-9,6,-5,-7,1551,2,1
COc1ccc(Cl)cc1NC(=O)c1ccco1,1,2,0.9,-11,0,3,-4,1593,10,-1
CCOC(=O)c1[nH]cnc1C(=O)Nc1ccc(Cl)cc1,1.1,0,1,-25,0,3,-7,1585,-4,-2
COCc1ccc(C(=O)N2CCCC(C(=O)c3cc(F)ccc3F)C2)s1 (stereo not drawn),1,-5,1.1,0,9,6,-4,1747,-9,-10
CSc1ncc(CN2CCN(CC=C(C)C)C(CCO)C2)cn1 (stereo not drawn),1.1,5,1,-15,5,3,-7,1554,0,-2
CCOc1ccc(C(=O)NC(=S)N2CCN(c3ccc(C(F)(F)F)cc3[N+](=O)[O-])CC2)cc1,1,1,0.9,-3,-11,4,-2,1308,9,-4
Cc1ccc(C)c(-n2c(CNC(=O)c3ccco3)nnc2SCC(=O)N2CCc3ccccc32)c1,1,3,1,-6,0,-5,-2,1576,4,-2
C/C(=N\O)C1(C)N(O)C(C)(C)C(c2ccc(F)cc2)=[N+]1[O-] (stereo not drawn),1,-3,0.8,-11,-4,-3,-3,1509,20,0

Of the compounds above, these have an aryl methoxy group.
structure,TNAP act hi DEA,PPARg SRC3 recr,bIAP act,TNAP inh noacc,PPARg SRC-1 ag,PPARg SRC-2 ag,TNAP inh hiacc,SRC2 TRFRET art,bIAP inh,Efa HMGR inh
CCn1c(=NC(=O)c2ccc(N3C(=O)CCC3=O)cc2)sc2c(OC)ccc(OC)c21,1,8,1,-14,0,3,-5,1400,0,3
COc1ccc(CN2C(=O)NC3(CCCCCC3)C2=O)cc1F,1.1,/,0.9,3,/,/,-6,/,7,-3
COc1ccc(Cl)cc1NC(=O)c1ccco1,1,2,0.9,-11,0,3,-4,1593,10,-1

New compounds follow:
structure,TNAP act hi DEA,PPARg SRC3 recr,bIAP act,TNAP inh noacc,PPARg SRC-1 ag,PPARg SRC-2 ag,TNAP inh hiacc,SRC2 TRFRET art,bIAP inh,Efa HMGR inh
CN(CC(=O)OCC(=O)NCC(F)(F)F)S(=O)(=O)c1ccc(Cl)cc1,1,-1,1.1,-8,3,-4,1,1340,-10,-7
O=C(NN/C(=N/S(=O)(=O)c1ccc(Cl)cc1)c1ccccc1)c1ccc(O)cc1,1.1,4,0.8,-46,3,10,-6,1553,25,-2
COc1ccc(Cl)cc1NC(=O)C12CCC(C)(C(=O)O1)C2(C)C (stereo not drawn),1,16,1,-9,3,-2,-4,1435,-5,-3
Cc1ccc(-c2nnn(CC(=O)N(Cc3ccc(F)cc3)C(C(=O)NC3CCCC3)c3ccncc3)n2)o1 (stereo not drawn),1,9,0.8,-13,-12,-4,-1,1374,16,-9
Cc1cc(C)cc(N2CCCn3c2nc2c3c(=O)n(CCN3CCOCC3)c(=O)n2C)c1,1,-7,1,-15,5,5,-5,1502,-3,-5
O=C(Nc1ccccc1C(=O)NC(Cc1c[nH]c2ccccc12)C(=O)O)c1ccco1 (stereo not drawn),1,2,1,-9,-3,1,-3,1602,1,-11
CC(C)(C)OC(=O)N1CC(O)CC1C(=O)OCC(=O)c1ccccc1 (stereo not drawn),1,12,0.9,-4,4,9,0,1454,8,-11
Cc1nc2ccccc2c(=O)n1NC(=O)/C=C/c1ccccc1Cl,1,-3,0.3,-7,-3,-7,-2,1444,/,0
CC1CC2=C(C(=O)O1)C(C)Nc1ccccc1N2 (stereo not drawn),1.1,4,0.9,-9,2,2,-7,1569,7,-4
CC(C)(C)NC(=O)CN(Cc1cccs1)C(=O)c1csnn1,1,-1,0.9,-9,3,2,2,1459,11,-4
Cc1c(C(=O)OCCOC(C)C)[nH]c2c1C(=O)CC(c1ccco1)C2 (stereo not drawn),1,6,0.8,-10,7,0,-1,1636,17,-6
Cc1[nH]n(-c2ccccc2)c(=O)c1C=Nc1cccc2cccnc12,1.1,-2,0.5,-52,2,-4,-7,1493,/,-2
O=C1/C(=C/c2cccnc2)SC(=S)N1C1CCS(=O)(=O)C1 (stereo not drawn),1,1,0.6,-33,-2,-2,5,1498,39,0
O=C(c1cccnc1)C1CCCN(Cc2nc(Cc3ccccc3)no2)C1 (stereo not drawn),1.1,-3,1,-7,2,5,-6,1470,-1,0
O=C(COC(=O)CCCSc1nc2ccccc2[nH]1)Nc1cccc(F)c1,1,3,0.9,-1,0,1,5,1539,6,1
CCOC(=O)c1c2ccc(OCC(=O)N/N=C/c3ccccc3C(F)(F)F)cc2n2ccccc12,1,1,1,-13,3,4,-1,1312,2,1
O=C(C[n+]1cc(-c2ccccc2)n2c1CCC2)N1c2ccccc2Sc2ccccc21,1,-1,1,-13,2,4,1,1604,-2,-2
CN1CCN(c2ccccc2NC(=O)c2ccc(-c3cccc([N+](=O)[O-])c3)o2)CC1,0.9,4,0.3,-17,10,10,6,1408,/,-6
O=C1N(c2ccc3c(c2)OCCO3)C(c2ccccc2)C1(F)F (stereo not drawn),1.1,-1,1,-27,-4,-7,-5,1665,3,-3
CCOC(=O)C(O)(CC(=O)c1ccc(Cl)cc1)C(=O)OCC,1.1,-1,1,7,2,-4,-5,1610,5,-3
Clc1ccc(-c2noc(CSc3nnc(Cc4cccs4)n3-c3ccccc3)n2)cc1,1.1,7,0.9,-12,4,9,-8,1555,8,-3
C=CCN(CC(=O)NCc1ccccc1)C(=O)c1csnn1,1.1,-1,0.9,5,3,1,-6,1514,7,0
CC1Cc2ccccc2N1C(=O)CSc1nc2ccccc2n1CC(=O)N1CCOCC1 (stereo not drawn),1,-13,1.1,-8,-5,-14,0,1143,-10,-8
Cc1ccc(S(=O)(=O)CCC(=O)OCc2ccc(Cl)c(Cl)c2)cc1,1,-1,0.8,-7,2,1,-3,1632,21,-2
COc1cc(Cl)c(C)cc1NC(=O)c1ccc(S(C)(=O)=O)cc1,1,1,1,4,6,0,0,1635,3,-7
CC(C)c1ccc(/C=C(\c2nc3ccccc3[nH]2)S(=O)(=O)c2ccccc2)cc1,1,4,1,-6,-1,0,-3,1451,-4,-1
COC(=O)c1c(C)n(-c2ccc(C)cc2)c2ccc(O)cc12,1,0,0.9,-20,3,12,-4,1564,13,-8
O=C(NCc1ccc(F)cc1)c1cc(S(=O)(=O)N2CCOCC2)ccc1F,1,-2,1,-10,-5,-4,-4,1553,-3,-3
Cc1cccc(NC(=S)NNC(=O)CCn2cc(C)cn2)c1,1,-5,1.3,-14,6,0,0,1545,-26,-6
COc1ccc(Cl)cc1NC(=O)CN(c1ccccc1)S(=O)(=O)N(C)C,1.1,-2,1,-9,0,-1,-7,1546,4,17*
CCCCn1c(CN2CCOCC2)nc2c1c(=O)n(C)c(=O)n2C,1,10,0.9,-10,2,4,-4,1665,6,/
COC(=O)C1=C(O)/C(=C\c2ccc(O)c(OC)c2)N=C1C,0.7,11,0.5,29,-4,3,32,1670,/,-3
C/C(=N\NC(=O)c1ccn[nH]1)c1cn(C)nc1C,1,-3,0.9,-15,-4,3,-1,1339,13,-6
CCOC(=O)c1ccc(N2C(=O)C(O)=C(C(C)=O)C2c2ccc(O)c(OC)c2)cc1 (stereo not drawn),1,2,0.9,-5,11,5,2,1641,12,-7
COC(=O)c1c(NC(=O)CN(c2ccccc2)S(C)(=O)=O)sc2c1CCCC2,1,0,1,-3,1,7,-4,1595,1,0
COc1ccccc1NC(=O)CS(=O)(=O)c1cn(CC(=O)N2CCOCC2)c2ccccc12,1,-2,1,-8,-1,2,-2,1447,2,-1
NS(=O)(=O)c1ccc(CCNC(=O)Nc2ccc(Cl)cc2)cc1,1,-4,0.9,-7,1,5,-2,1536,7,-2
O=C(CCc1ccccn1)N1CCCC(CNS(=O)(=O)c2cccs2)C1 (stereo not drawn),1.1,0,1,-6,-5,6,-6,1496,4,-1
Cc1ccc(NC(=O)COc2ccc(/C(N)=N/O)cc2)cc1C,1,-1,1,-8,7,9,0,1505,0,-5
CC1CCCC(C)N1/N=C/c1ccc(Cl)cc1 (stereo not drawn),0.9,3,0.9,-5,7,1,7,1520,10,1
Cc1ccc(-c2cn3c(=O)cc(C)[nH]c3n2)cc1,1,0,1.1,-6,-2,5,-2,1452,-11,-3
O=C(CCCC(=O)OCC(F)(F)C(F)F)Nc1ccccc1F,1.1,1,1,-12,10,-2,-7,1767,-2,3
Cc1ccc(SCCc2ccc(C)nc2)cc1,1,-2,1,-10,2,4,-2,1728,-1,-2
O=C(Nc1ccc(N2CCOCC2)nc1)c1cccs1,1,4,1.1,-9,11,9,0,1476,-9,-6
COC(=O)c1c(NC(=O)CC2SCC(C(=O)OC)NC2=O)sc2c1CCCC2 (stereo not drawn),1.1,-4,1,-8,-4,-6,-7,1429,0,3
CCn1cc(C(=O)N2CCOCC2)c(=O)c2cc(S(=O)(=O)N(C)C)ccc21,1,2,0.9,-7,-9,-14,-1,1405,8,2
